Screening results deposited in PubChem BioAssay by several laboratories.
phage Ecoli inh: E. coli growth loss with phage present | growth absorbance | inhibition, % at 11.9 µM | hit rate 0.26% among 360,000; in the data active means inhibition above about 11%
Mot1-301 SUMO: SUMOylation pathway inhibition by Mot1-301 growth rescue. hit rate 1% among 320,000. S. cerevisiae Mot1-301 growth rescue, ATP luminescence, 38.5C; percent above DMSO median, 100 means doubled. growth rescue, % at 18.8 µM;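 active means every valid replicate shows activation above 250% relative to neutral control wells; inactive means the rest, any valid replicate at or below 250%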;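 further: OY570 slx delta 5 strain wells were the positive control but not used for scaling; some compounds called inactive have numbers as strong as hits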
Tat export inh: inhibitors of E. coli Tat protein transport; E. coli MC4100 TorA-mCherry Tat export, fluorescence; inhibition, % at 10 µM; hit rate 0.036% among 340,000;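 active means mean replicate inhibition at least 50% and at least half of replicates individually reaching 50%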;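 further: exported cargo escapes ClpAP degradation while cytoplasmic cargo is degraded and loses fluorescence; 0% = median of neutral control wells and 100% = median of NaSCN control wells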
Ecoli viability: bacterial growth inhibition, counter-screen for AddAB inhibitors. E. coli V3065 growth, OD600 absorbance, 18 h. hit rate 0.27% among 330,000. inhibition, % at 11.9 µM;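 active means inhibition above the campaign's mean inhibition across all tested compounds plus 3 SD, cut at about 9.9% in these data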;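 further: uninfected addAB+ strain grown without phage in ampicillin broth; 0% = DMSO wells and 100% = ciprofloxacin 0.95 µg/ml wells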
PfHsp90 yeast 2: inhibits growth of yeast expressing Plasmodium falciparum Hsp90; hit rate 0.32% among 310,000; AID 504621; S. cerevisiae expressing PfHsp90, BacTiter-Glo ATP, 48 h; yeast lacking PDR1 and PDR3 efflux regulators; inhibition, % at 9.4 µM;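 active means every replicate shows inhibition above about 80%, whatever the replicate mean, limit read from the data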;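 further: 0% = DMSO neutral controls and 100% = 20 µM radicicol positive controls; yeast relying on Plasmodium falciparum Hsp90 in place of its own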
Pemphigus Ab inh: blocks pemphigus antibody binding to human desmoglein-3; P32926; DSG3-coupled beads, scFv-anti-DSG3-GFP binding, flow cytometry; stronger effect = lower value; binding (percent of control), % at 10 µM; hit rate 0.48% among 310,000; AID 588358;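 active means binding more than 3 SD below its plate's average and above zero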; further: some compounds called inactive have numbers as strong as hits
Target sequence (P32926 whole entry, looked up): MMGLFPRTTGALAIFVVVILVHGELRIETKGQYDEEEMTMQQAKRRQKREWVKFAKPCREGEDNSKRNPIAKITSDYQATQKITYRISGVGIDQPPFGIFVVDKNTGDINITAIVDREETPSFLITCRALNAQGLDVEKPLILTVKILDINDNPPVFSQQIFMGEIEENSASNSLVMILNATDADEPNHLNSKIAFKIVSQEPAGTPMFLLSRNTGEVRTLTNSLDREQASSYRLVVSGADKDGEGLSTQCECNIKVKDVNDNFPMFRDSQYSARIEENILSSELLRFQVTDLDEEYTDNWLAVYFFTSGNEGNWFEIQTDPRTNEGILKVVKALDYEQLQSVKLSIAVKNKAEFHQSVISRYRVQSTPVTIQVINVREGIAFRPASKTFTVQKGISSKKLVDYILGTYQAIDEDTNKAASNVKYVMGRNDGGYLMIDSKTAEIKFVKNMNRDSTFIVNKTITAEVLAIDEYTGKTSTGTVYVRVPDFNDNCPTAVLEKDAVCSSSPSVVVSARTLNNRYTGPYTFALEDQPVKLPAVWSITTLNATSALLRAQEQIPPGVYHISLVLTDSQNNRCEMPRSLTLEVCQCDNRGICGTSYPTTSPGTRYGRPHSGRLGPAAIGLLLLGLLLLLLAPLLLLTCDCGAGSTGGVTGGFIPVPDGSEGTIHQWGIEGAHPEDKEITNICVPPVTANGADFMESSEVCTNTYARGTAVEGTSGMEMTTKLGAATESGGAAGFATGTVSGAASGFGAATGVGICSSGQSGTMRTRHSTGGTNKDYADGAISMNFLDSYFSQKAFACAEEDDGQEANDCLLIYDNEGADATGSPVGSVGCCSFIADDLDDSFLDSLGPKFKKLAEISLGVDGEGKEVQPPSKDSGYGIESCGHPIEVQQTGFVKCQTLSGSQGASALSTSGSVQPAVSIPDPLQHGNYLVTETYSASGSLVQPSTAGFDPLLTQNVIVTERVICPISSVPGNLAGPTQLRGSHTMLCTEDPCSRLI
OPRM1-OPRD1 inv: inverse agonists of human mu-delta opioid receptor heterodimerization. P35372+P41143. cell-based MOR-DOR heterodimer luminescence, inverse agonism. inhibition, % at 9.3 µM. hit rate 0.21% among 340,000; in the data active means inhibition above about 22%, passing the limit was not always enough;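 further: 0% = cells with DMSO and 100% = wells without cells with DMSO; values of inactives mirror those of a sister screen read the other way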
Arr AP2 block: inhibitors of human beta-arrestin and AP2 interaction; inhibition, % at 10 µM; hit rate 0.31% among 340,000; FITC-arrestin peptide / GST-AP2 beads, flow cytometry; AP2 beta2 appendage carries R879A mutation;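 active means inhibition above a set limit, near 3 SD of compounds lacking own fluorescence, cut at about 54% in these data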;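 further: plate controls were DMSO wells for no effect and 5 µM unlabelled arrestin peptide for full effect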
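test system = AP2 appendage R879A on GSH beads | buffer or medium = PBS plus Tween 20 (0.05%) and BSA (0.1%) | incubation = 12 min plus 1 h, RT | detection = bead flow cytometry, FITC channel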
MOR-DOR ag: agonists of human mu-delta opioid receptor heterodimerization. activation, % at 9.3 µM. hit rate 0.3% among 340,000. cells, OPRM1-OPRD1 heterodimerization, luminescence. P35372+P41143; in the data active means activation above about 18%;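 further: 0% = vehicle-treated cells and 100% = reference agonist; values of inactives mirror those of a sister screen read the other way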
PKA-R1A act: activates the PKA-R1A holoenzyme complex | P00514+P68181 | PKA-R1A dissociation, Cy5-IP20 fluorescence polarization; scaled: DMSO 0%, 113 µM cGMP 100% | activation, % at 11.4 µM | hit rate 0.083% among 340,000 | AID 504707;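 active means percent activation above the mean of all tested compounds plus 3 SD, cut at about 19% in these data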;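 further: higher means more PKAc released from R1A so a rise in polarization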
AddAB inh: less growth of phage-infected E. coli with AddAB. E. coli expressing H. pylori AddAB, absorbance growth. inhibition, % at 11.9 µM. hit rate 0.29% among 330,000; in the data active means inhibition above about 12%;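 further: 0% = vehicle wells of infected cells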
Starred values were filed as active, the others as inactive; · = no result given.

No. | SMILES | Pemphigus Ab inh | PKA-R1A act | MOR-DOR ag | Mot1-301 SUMO | Ecoli viability | Tat export inh
1 | O=C(NC(=S)NCc1ccccc1)c1cccs1 | 109 | -5 | -4.5 | 195 | 1.9 | 3
2 | COc1ccc(-c2noc(CN(C)C(=O)c3ccoc3C)n2)cc1OC | 113 | -12 | -1.2 | -3 | -2.1 | -3
3 | CC(=O)c1ccc(NC(=S)Nc2ccn(Cc3ccc(Br)cc3)n2)cc1 | 98 | -4 | -3.1 | 1 | 5.7 | -1
4 | CCCCc1nnc(NC(=O)C(C)Sc2nc(N)cc(=O)[nH]2)s1 (stereo not drawn) | 100 | -6 | -2.2 | 9 | 0.6 | 8
5 | CCn1c(=N)n(CC(=O)c2cccc(OC)c2)c2ccccc21 | 112 | 0 | 1.4 | -8 | -0.8 | 6
6 | CC1CCc2cc(F)ccc2N1C(=O)CSc1nnc2c3cc(F)ccc3n(C)c2n1 (stereo not drawn) | 95 | -13 | -0.2 | -19 | 0.8 | 1
7 | Cc1cccc(NC(=O)C(C)N2C(=O)c3ccccc3S2(=O)=O)n1 (stereo not drawn) | 121 | -6 | -3.0 | -3 | -0.5 | 1
8 | CCOC(=O)C1(CC)Oc2ccccc2C(c2ccc(OC)cc2)=C1C(=O)OC (stereo not drawn) | 97 | -4 | -1.1 | · | -0.4 | 5
9 | O=C(N/N=C1\CCc2ccccc21)c1ccccc1O | 106 | -9 | -1.2 | -11 | 1.3 | 2
10 | O=C(COC(=O)Cn1cnc2ccccc2c1=O)Nc1cc(Cl)ccc1[N+](=O)[O-] | 81 | -2 | 4.1 | -6 | -1.5 | -6
11 | Cn1c(=O)c2[nH]c(SCCN3CCCCC3)nc2n(C)c1=S | 115 | -13 | -3.3 | · | · | 2
12 | CC(C)c1ccc(/C=C/C(=O)NCCC2=CCCCC2)cc1 | 104 | -7 | 2.4 | 101 | 0.9 | -1
13 | COc1ccc(CN2CCNC(=O)C2CC(=O)N(C)Cc2nc(C)cs2)c(OC)c1 (stereo not drawn) | 112 | -7 | -0.8 | 1 | 3.9 | 5
14 | CCOc1ccc(N(C(C)C(=O)N2CCOCC2)S(C)(=O)=O)cc1 (stereo not drawn) | 104 | -9 | -0.2 | 84 | -0.3 | 4
15 | Cc1c(C(=O)Nc2c(C)n(C)n(-c3ccccc3)c2=O)oc2c(Cl)cccc12 | 102 | 18 | 0.9 | -20 | 1.8 | -6

No. | AddAB inh | Arr AP2 block | phage Ecoli inh | PfHsp90 yeast 2 | OPRM1-OPRD1 inv
1 | -0.2 | 51 | 3.1 | 0 | 25
2 | 3.7 | 6 | 1.7 | -2 | 8
3 | 3.7 | 14 | 2.5 | -25 | 16
4 | 0.3 | -3 | 1.4 | -10 | 12
5 | -3.4 | -6 | 2.0 | -3 | -8
6 | 2.7 | 4 | 3.1 | 13 | 2
7 | 0.5 | -6 | 1.1 | -26 | 16
8 | -0.9 | 2 | 1.0 | -15 | 6
9 | 3.2 | 17 | 2.1 | -2 | 7
10 | -0.8 | 0 | 4.2 | -5 | -20
11 | · | -8 | 3.3 | -7 | 16
12 | 2.0 | 1 | 3.3 | 11 | -14
13 | -0.5 | 5 | 2.6 | -8 | 4
14 | 1.8 | 32 | 4.0 | 20 | 1
15 | 0.9 | 2 | 3.1 | 2 | -5

(next part)
No. | SMILES | Pemphigus Ab inh | PKA-R1A act | MOR-DOR ag | Mot1-301 SUMO | Ecoli viability | Tat export inh
16 | CCCN(CCO)Cc1ccc2ccccc2c1 | 100 | 6 | 0.1 | -4 | 0.9 | -8
17 | NCC(O)CN1CCN(Cc2ccccc2)CC1 (stereo not drawn) | 95 | -8 | -2.7 | -11 | 0.1 | 6
18 | CCCC(=O)C1C(=O)CC(C)(C)C(c2cc(C)no2)C1=O (stereo not drawn) | · | 5 | -3.4 | 12 | 0.5 | 5
19 | N#CCc1ccc(NC(=O)c2cc(S(=O)(=O)N3CCOCC3)ccc2Cl)cc1 | 104 | -7 | -3.3 | -8 | 0.2 | -2
20 | CC12CCC(C(N)=O)(C1Br)C2(C)C (stereo not drawn) | 99 | 1 | -0.7 | -2 | 0.8 | -3
21 | O=C(Nc1ccc(-n2cc(Br)cn2)cc1)c1ccncc1 | 105 | -3 | 4.5 | 2 | -1.6 | -8
22 | O=C(Nc1ccc(C(=O)N2CCCC2)cc1)C1CCC1 | 93 | 8 | -0.8 | · | · | 10
23 | CCC(=O)Nc1ccc(N2CCN(C(=O)c3cccs3)CC2)cc1 | 99 | -11 | 0.2 | 3 | 1.3 | 4
24 | Cc1ccc(N2CC(C(=O)N3CCC(C(=O)NCCCOC(C)C)CC3)CC2=O)cc1 (stereo not drawn) | 98 | 4 | -1.7 | 0 | 0.1 | -2
25 | COc1ccc(CC(=O)N2CCN(c3ccccn3)CC2)cc1 | · | -6 | -2.6 | -20 | -2.8 | -3
26 | O=C(NC1CCCCC1)c1cccs1 | 76 | -17 | -1.7 | 221 | -0.5 | 1
27 | CC1CN(S(=O)(=O)c2cccc(C(=O)Nc3ccc4c(c3)CCC4)c2)CC(C)O1 (stereo not drawn) | 99 | -3 | 1.2 | -9 | 1.5 | 4
28 | COc1ccc(/C=C/C(=O)Nc2ccccc2C)cc1S(=O)(=O)N1CCOCC1 | 93 | -6 | -2.8 | -2 | -2.6 | 3
29 | COc1ccc(-c2nc(CNS(=O)(=O)c3ccc(OC)c(OC)c3)cs2)cc1 | 107 | -5 | -0.2 | 0 | -0.8 | -10
30 | O=C(NCCc1ccc(F)cc1)C1CCCCC1 | 108 | -3 | -1.9 | -8 | -1.7 | -4

No. | AddAB inh | Arr AP2 block | phage Ecoli inh | PfHsp90 yeast 2 | OPRM1-OPRD1 inv
16 | 1.4 | 1 | 2.2 | 12 | -1
17 | 0.5 | -8 | 2.8 | 4 | 15
18 | 2.7 | 20 | 0.5 | -33 | 14
19 | -1.7 | 31 | 0.2 | 1 | 18
20 | 1.6 | -4 | 0.2 | -10 | 3
21 | 5.6 | 15 | 2.2 | 10 | -21
22 | · | -3 | 1.2 | 4 | 4
23 | 1.1 | 5 | 3.8 | 14 | -1
24 | 2.4 | -3 | -0.9 | 23 | 10
25 | 0.8 | -2 | 0.3 | -1 | 14
26 | 1.4 | 12 | 4.0 | 23 | 9
27 | 4.8 | 10 | 4.1 | -23 | -7
28 | 2.3 | 2 | -1.4 | 10 | 14
29 | 0.2 | -5 | 2.0 | 26 | 1
30 | 3.0 | 15 | 3.9 | 19 | 9

Carrying on:
No. | SMILES | Pemphigus Ab inh | PKA-R1A act | MOR-DOR ag | Mot1-301 SUMO | Ecoli viability | Tat export inh
31 | COC(=O)c1ccccc1NC(=O)COc1ccccc1 | 103 | 7 | 3.8 | 2 | -0.2 | 2
32 | COc1ccc(S(=O)(=O)N2CCCCCC2)cc1NC(=O)Cc1ccc(OC)c(OC)c1 | 125 | 0 | 0.0 | -11 | 1.2 | 3
33 | O=C(O)c1csc(-n2nc(-c3ccccc3)cc2C(F)(F)F)n1 | 101 | -5 | -2.1 | -8 | 0.7 | -1
34 | CCCCN(CC)Cc1ccc(CNC(=O)Nc2ccc(OC)cc2OC)o1 | 106 | 11 | -0.9 | 5 | 0.1 | -3
35 | Cc1ccc(-c2nc3ncccc3o2)cc1NC(=O)CC(C)C | · | -1 | 0.3 | -5 | -1.7 | 7
36 | CCCCCOC(=O)c1ccccc1C(=O)O | · | -10 | 1.7 | 1 | -1.6 | -10
37 | CSc1ccc(C(=O)N2CCC(CCC(=O)NC3CC3)CC2)cc1 | 98 | 1 | -1.5 | -10 | -0.4 | 8
38 | COc1ccc(C)cc1NC(=O)C(OC(=O)CNC(=O)c1cc(C)cc(C)c1)c1ccccc1 (stereo not drawn) | 96 | -4 | 0.7 | -3 | -2.0 | -6
39 | COc1ccc(COC(=O)NNC(=O)c2ccc(OC)cc2)cc1 | 99 | 6 | -2.5 | 7 | -2.9 | -1
40 | CSc1nncc(-c2ccc(F)cc2)n1 | 100 | -13 | -0.3 | -9 | -0.7 | -9
41 | CCCCOc1ccc(-c2nnn(C(C)(C)C(=O)OC)n2)cc1 | 101 | -6 | 3.7 | -13 | 1.6 | 12
42 | COC(=O)c1c(NC(=O)CN2CCC3(O)CCCCC3C2c2ccccc2OC)sc(C)c1C (stereo not drawn) | 100 | -13 | 0.9 | -7 | 0.3 | -3
43 | O=C(CNC(=O)c1ccncc1)N/N=C/c1cc(Br)ccc1OCc1ccccc1 | 107 | -2 | -2.0 | 12 | -2.3 | -3
44 | COCc1nnc(NC(=O)c2ccc(S(=O)(=O)N(C)C3CCCCC3)cc2)o1 | 97 | -7 | -1.6 | -11 | -3.3 | -5
45 | COc1ccccc1N=C(C)C1=C(O)CC(c2ccccc2)CC1=O (stereo not drawn) | 124 | -4 | -0.2 | -3 | 0.2 | 2
46 | Cc1[nH]nc2c1C(c1ccccc1F)NC2=O (stereo not drawn) | 103 | 3 | -1.4 | -5 | -1.0 | -4
47 | S=c1nc(COc2ccccc2)[nH]c2ccccc12 | 91 | -12 | -1.6 | 12 | -1.9 | 1

No. | AddAB inh | Arr AP2 block | phage Ecoli inh | PfHsp90 yeast 2 | OPRM1-OPRD1 inv
31 | -1.3 | -6 | 1.5 | 18 | -20
32 | -0.5 | 3 | 2.7 | -16 | 0
33 | -0.9 | 26 | 3.6 | -3 | 11
34 | 0.4 | 6 | 2.7 | 10 | 5
35 | -0.9 | -2 | -1.2 | 20 | -1
36 | 0.2 | -5 | 3.3 | 13 | -10
37 | 0.5 | 25 | 2.8 | 13 | 8
38 | 3.9 | 18 | 2.5 | -7 | -3
39 | -2.0 | 0 | 2.6 | 2 | 14
40 | 2.5 | 7 | 1.9 | 13 | 1
41 | 1.3 | 18 | 4.2 | · | -22
42 | 1.0 | 35 | 4.1 | 12 | -5
43 | 0.9 | 18 | 0.1 | -13 | 10
44 | -5.9 | -1 | -0.3 | -5 | 10
45 | 0.3 | -2 | 2.4 | · | 1
46 | 0.5 | 9 | 2.4 | 21 | 8
47 | -3.4 | 6 | -0.8 | -20 | 8

Quoted at random: three entries already listed, in no set order.
No. | SMILES | Pemphigus Ab inh | PKA-R1A act | MOR-DOR ag | Mot1-301 SUMO | Ecoli viability | Tat export inh
16 | CCCN(CCO)Cc1ccc2ccccc2c1 | 100 | 6 | 0.1 | -4 | 0.9 | -8
39 | COc1ccc(COC(=O)NNC(=O)c2ccc(OC)cc2)cc1 | 99 | 6 | -2.5 | 7 | -2.9 | -1
36 | CCCCCOC(=O)c1ccccc1C(=O)O | · | -10 | 1.7 | 1 | -1.6 | -10

No. | AddAB inh | Arr AP2 block | phage Ecoli inh | PfHsp90 yeast 2 | OPRM1-OPRD1 inv
16 | 1.4 | 1 | 2.2 | 12 | -1
39 | -2.0 | 0 | 2.6 | 2 | 14
36 | 0.2 | -5 | 3.3 | 13 | -10
